KDM5B inh – Primary screen for KDM5B Histone Demethylases FDH-coupled qHTS; Lysine-specific demethylase 5B (Homo sapiens), Q9UGL1; AID 1347165, 2019; 220,000 tested, 2.6% active; KDM5B demethylase, FDH-coupled NADH fluorescence (FDH is formaldehyde dehydrogenase); Potency, µM (highest dose often 57.7 µM), for the others: at the highest dose activity change, negative = inhibition, actives largely listed as inhibitors; active = well fitted inhibition curve with a large enough effect; inconclusive = small, poorly fitted or top-dose-only effect; inactive = no such curve, though single readings can be large or run the other way; note: 0% is about no effect; nearly all actives have a fitted effect of over 70% in size
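Here, H3K4me3 peptide (12.5 µM in substrate mix) is demethylated by KDM5BΔAP, 200 nM final, after 10 min compound exposure. Formaldehyde product is coupled through FDH (0.25 U/mL in mix) to NADH fluorescence; 30-min ΔRFU feeds dose-response curves.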
The depositor's hits bear a star; ? = inconclusive; [ ] = another dose, or the depositor's remark. Potency is the fitted concentration of half-maximal effect. The list is partial, so the mix of outcomes need not match the whole.

item	structure	KDM5B inh
1	COCC1CN(C)CC12CCN(S(=O)(=O)c1cccs1)CC2 (stereo unspecified)	?
2	COc1cc(OC)c(OC)cc1/C=C(/C#N)c1ccc(Cl)cc1	-10%
3	O=C(CC1CCCCN(Cc2ccccc2)C1=O)Nc1ccc(F)cc1F (stereo unspecified)	-7%
4	CC(=O)c1ccc(OCCCC(=O)OCC(=O)N2CCN(S(=O)(=O)c3ccc(C)cc3C)CC2)cc1	-11%
5	CNC(=O)[C@@H]1CN(C(=O)c2nn(C)c3ccccc23)C[C@H]1C1CCN(C)CC1	-9%
6	CCOc1cc(-c2ccc(C)cc2)nc2ccc(C(=O)NCC(C)O)cc12 (stereo unspecified)	-28%
7	COCCOc1ncccc1-c1noc([C@@H]2CCCN2C2CCN(C)CC2)n1	13%[86.2 µM]
8	COc1cc(OC)cc(OC(C)C(=O)Nc2ccc(F)cc2)c1 (stereo unspecified)	-11%
9	COCc1cccc(C(=O)NCc2cccs2)c1	19%
10	Cc1cc(C(=O)OCC(=O)NC(c2ccccc2)c2ccccc2)c2ccccc2n1	-6%
11	CN(C)c1ccc(-c2nnnn2[C@H]2CO[C@H]3[C@@H]2OC[C@H]3OC(=O)Nc2ccc(Oc3ccccc3)cc2)cc1	13µM*
12	COCCN1C(=O)c2cccn2CC1CNC(=O)C1=C(C)C(=O)OC12CCCCC2 (stereo unspecified)	-26%
13	CCCNC(=O)c1[nH]cnc1C(=O)NC1CCCC1	-4%
14	O=C(c1nc(-c2ccc(Cl)nc2)c2ccccn12)N1CCOCC1	14µM*
15	CCOc1ccc(N2C(=O)CS(=O)(=O)C23C(=O)N(Cc2cccc(Cl)c2)c2ccccc23)cc1 (stereo unspecified)	-17%
16	O=C(c1ccc(Cn2ccnc2)o1)N1CCC2(CC1)NCCc1c2[nH]c2ccccc12	6%
17	COc1ccc(Nc2nc3ccccc3nc2NS(=O)(=O)c2ccccc2)cc1OC	8%
18	Cc1nc(SCC(=O)Nc2cccc(C#N)c2)n(CC(C)C)c1C	11%
19	Cc1coc2c(C)c3oc(=O)c(CC(=O)NCc4ccccc4)c(C)c3cc12	?
20	CS(=O)(=O)N1CCN(C(=O)CCC2CCN(c3cc(NC4CC4)ncn3)CC2)CC1	-11%
21	C[C@H]1CCCN1C(=O)c1nnc(COc2cccc(Cl)c2)n1-c1ccccc1	-2%[86.2 µM]
22	Cc1ccc(C)c(NC(=O)CN2C(=O)CSc3nc(C)cc(C)c32)c1	9%
23	CS(=O)(=O)N1CCOc2ccc(CCC(=O)NCC3CC3)cc2C1	3%
24	O=C(NC1CC(=O)N(Cc2cccc(F)c2)C1)c1ccccn1 (stereo unspecified)	3%
25	CCOCCCNC(=O)c1ccccc1-c1ncc(-c2ccccc2F)o1	?
26	Cc1ccc(CN(C)C(=O)CCc2c[nH]c3ccccc23)o1	13%
27	O=C(Nc1c(C(=O)N2CCC(N3CCCCC3)CC2)oc2ccccc12)c1c(F)cccc1F	-29%
28	COC(=O)c1ccccc1NC(=O)N1CCc2ccc(NC(=O)c3ccccn3)cc2C1	?
29	CCN(Cc1ccncc1)C(=O)c1cc(-c2cnn(CC)c2)nc2cc(C)ccc12	28µM*
30	COC[C@H]1CCCN1C(=O)C[C@@H]1O[C@H](CNC(=O)c2ccccc2)[C@@H](O)[C@H]1O	-25%[86.2 µM]

An excerpt from above in order of number of heavy atoms, low to high:
item	structure	KDM5B inh
25	CCOCCCNC(=O)c1ccccc1-c1ncc(-c2ccccc2F)o1	?
7	COCCOc1ncccc1-c1noc([C@@H]2CCCN2C2CCN(C)CC2)n1	13%[86.2 µM]
29	CCN(Cc1ccncc1)C(=O)c1cc(-c2cnn(CC)c2)nc2cc(C)ccc12	28µM*
28	COC(=O)c1ccccc1NC(=O)N1CCc2ccc(NC(=O)c3ccccn3)cc2C1	?

Next section.
item	structure	KDM5B inh
31	CC1=C(C(=O)OC2CCCCC2)C(c2ccc(O)cc2)C2=C(CC(C)(C)CC2=O)N1 (stereo unspecified)	?
32	CCN(C(=O)CSc1nc2ccc([N+](=O)[O-])cc2s1)c1c(N)n(Cc2ccccc2)c(=O)[nH]c1=O	-6%
33	COc1ccc2c(c1)c1c(c(=O)n(-c3ccccc3C)c(=O)n1Cc1ccccc1C)n2C	?
34	COc1ccccc1C(=O)N1CCCC2(CC(c3cccnc3)=NO2)C1 (stereo unspecified)	-5%[115 µM]
35	CC1CCN(C(=O)C(C)Nc2ccc3oc(C4CC4)nc3c2)CC1 (stereo unspecified)	?
36	Cc1ccccc1CC1C(=O)Nc2ccc(Br)cc21 (stereo unspecified)	-10%
37	O=C(CN1c2cccc3cccc(c23)S1(=O)=O)Nc1cccc(S(=O)(=O)N2CCOCC2)c1	?
38	Cc1nc(Nc2ccc(F)cc2F)sc1C(=O)Nc1ccccc1	-6%
39	Cc1cc(NC(=O)Cc2c[nH]c3ncc(-c4ccccc4C)cc23)n(C)n1	?
40	O=C(C(Sc1nc2cc(S(=O)(=O)N3CCCCC3)ccc2o1)c1ccccc1)N1CCCC1 (stereo unspecified)	23%
41	O=C(Nc1ccc2ccccc2c1)c1ccc2[nH]c(=O)c(=O)[nH]c2c1	-7%
42	NC(=O)C1CN(CC(=O)Nc2cccc(Cl)c2)c2ccccc2O1 (stereo unspecified)	13%
43	CC(C)=CCC1(CO)CCCN(Cc2csc(C)n2)C1 (stereo unspecified)	-3%
44	CCc1cc(=O)n(CC(=O)Nc2cccc(SC)c2)c(N2CCOCC2)n1	22%
45	CC(C)C(NC(=O)c1ccc(S(=O)(=O)N(C)C)cc1)c1ccc2c(c1)OCCCO2 (stereo unspecified)	11%
46	O=S(=O)(NCC(c1ccco1)N1CCOCC1)c1cc(F)ccc1F (stereo unspecified)	-43%
47	Cc1ccc(C(NC(=O)C(C)C)c2cccnc2)cc1C (stereo unspecified)	5%
48	CCc1nc2c(=O)n(CC(=O)N3CCN(c4cccc(C)c4C)CC3)nc(C)c2s1	-11%
49	COc1ccccc1NC(=O)C1=C(C)Nc2nc(-c3ccc(F)cc3)nn2C1c1ccccn1 (stereo unspecified)	-12%
50	COC1CCC12CCN(C(=O)c1ccc3cc[nH]c3c1)CC2 (stereo unspecified)	-13%
51	Nc1c(C(=O)NCc2ccccc2)nnn1Cc1cccc(Br)c1	-7%
52	CCCc1noc(-c2cn(C3CCN(C(=O)Cc4ccc(F)cc4)CC3)nn2)n1	26%
53	Cc1ccc(C(=O)N2CCC(Oc3ncccc3C(=O)N3CCCCC3)C2)cc1C (stereo unspecified)	28µM*
54	COc1ccc2[nH]c(=O)c(CN3CCOC(CN)C3)cc2c1 (stereo unspecified)	25µM*
55	O=C(O)CCC(=O)CCC(=O)c1cccs1	-4%
56	COc1ccc(NC(=O)Cn2nc(C(=O)O)c3ccccc3c2=O)cc1Cl	25%
57	COCCN1C(=O)CS(=O)(=O)C12CCN(C(=O)CCc1cccc(OC)c1)CC2	-1%
58	NC(=O)NC(=O)COC(=O)CNS(=O)(=O)c1ccc(F)c(F)c1F	18%
59	CC(=O)n1cc(N(C(=O)CCl)c2ccc(C)cc2)c2ccccc21	-21%
60	O=c1n(-c2ccc(Cl)cc2)nc2n1CCN([S+](=O)([O-])c1cccs1)C2	20%[115 µM]
61	C=C(C)CN1C(=O)C(=O)N(CC(=C)C)C1=O	29%
62	Cc1ccc(CN(C)C(=O)Cc2c[nH]c3ccccc23)o1	-28%
63	Cc1cccc(C(=O)Nc2cccc(OCc3cc(=O)n4c(C)csc4n3)c2)c1	-15%
64	NC(=O)[C@H](CC1CCCCC1)NC(=O)[C@H]1CN(C(=O)C2CCNCC2)CCN1C(=O)N1CCOCC1	-18%
65	CCOc1ccc(-n2c(=O)c3c(C)c(C)sc3n(CC(=O)Nc3ccc(CC)cc3)c2=O)cc1	-16%
66	CSCCC(N=C1NS(=O)(=O)c2ccccc21)C(=O)NCCc1ccccc1 (stereo unspecified)	0%
67	CC(C)NC(=O)C1CCc2nnc(CNC(=O)c3ccc(Cl)cc3Cl)n21 (stereo unspecified)	-7%[115 µM]
68	COC(=O)C1=C(C)N=C2SC=C(CC(=O)NCCc3cccs3)N2C1c1cccc(OC)c1 (stereo unspecified)	-11%
69	Cc1cc(-c2ccc(C)c(S(=O)(=O)NCC3CCN(Cc4ccc(F)cc4)CC3)c2)on1	-12%
70	COc1ccc(OC)c(NCc2cccn2-c2nnc(N3CCC(C)CC3)s2)c1	?
71	CCCC1CCC(c2ccc(OC(=O)c3ccco3)cc2)CC1 (stereo unspecified)	-5%
72	COC(=O)c1ccc(Oc2nc3c(c(=O)n(C)c(=O)n3C)n2C(C)C)cc1	-4%
73	CC(NC(=O)CNC(=O)c1cccc(Cl)c1)c1ccccc1 (stereo unspecified)	-21%
74	CC1CCC(NC(=O)c2ccc(CS(=O)(=O)c3cccc(C(F)(F)F)c3)o2)CC1 (stereo unspecified)	-5%
75	c1ccc(CN2Cc3[nH]cnc3C[C@H]2c2nc(-c3ccncc3)no2)cc1	-19%[86.2 µM]
76	COCCNC(=O)C1CC(c2ccccc2)CN(C(=O)c2ccc(OC)c(OC)c2)C1 (stereo unspecified)	5%
77	OCC1(CNCc2ccc(F)cc2)C[C@@H](O)[C@@H](O)C1 (stereo partly specified)	59%[activator][115 µM]
78	CN1CCCC(OC(=O)c2cccc(S(=O)(=O)N3CCCCCC3)c2)C1 (stereo unspecified)	-8%
79	CCCNC(=O)C1CCN(Cc2cc3ccccc3n2Cc2ccccc2)CC1	-3%
80	Cc1ccc(OCC(=O)c2ccc3c(c2)N(CC(=O)NCCc2ccccc2)C(=O)CO3)cc1	-2%
81	COc1ccccc1Cc1nc2ccccc2nc1SCC(=O)Nc1ccccc1C(F)(F)F	-3%
82	CC(=O)c1ccc(OCc2cccc(C(N)=O)c2)cc1	23%
83	Clc1cccc(Nc2nc(NC3CCCCCC3)nc3c2cnn3-c2ccccc2)c1	6%
84	COc1ccccc1-c1ccc2ncc(Nc3ccnc(N4CCOCC4)c3)n2n1	-3%[86.2 µM]
85	CCNC(=O)c1ccccc1OCc1ccc(Cl)cc1	20%
86	C=CCNC(=S)NNC(=O)C(C)C	-10%
87	Nc1nc(C2CC(NC(=O)Cc3csc(-c4ccccc4)n3)C2)cc(=O)[nH]1 (stereo unspecified)	-18%
88	Cn1nc(C(=O)Nc2ncc(Cc3ccc(Cl)cc3)s2)c2ccccc2c1=O	19%
89	Cc1ccsc1-c1[nH]nc2ncc(-c3cccnc3)nc12	1%[115 µM]
90	NCCC(=O)N1Cc2ccccc2CC2(CCCCN2CC2CCNCC2)C1 (stereo unspecified)	-18%[115 µM]

Following part
item	structure	KDM5B inh
91	Cc1ccc(-c2noc([C@@H]3CCCN3C(=O)c3cc(F)ccc3Cl)n2)cc1	9%
92	CC(=O)c1cc2ccccc2o1	5%
93	COc1cc(C2Nc3ccccc3-c3cc(C)nn32)ccc1O (stereo unspecified)	11%
94	Cn1nccc1C(=O)N1CCCCCNC(=O)[C@@H]2CCC[C@@H]21	-4%
95	O=C(CCc1ncc(-c2ccccc2F)o1)Nc1ccc(S(=O)(=O)NC2CC2)cc1	-12%
96	CC1(C)N=C(SCc2ccc(Cl)cc2)c2ccccc2N1	13%
97	CCNC(=O)c1c(NC(=O)c2nc(S(=O)(=O)CC)ncc2Cl)sc2c1CCCC2	-12%
98	COc1ccc(C(=O)N2CCCn3cncc3C2)c(OC)c1OC	15%
99	Cc1c(-c2ccc(Cl)cc2)c(=O)oc2c(CN3CCCC3)c(O)ccc12	?
100	COc1ccc2[nH]c(C)c(CCNC(=O)c3cc4ccccc4oc3=O)c2c1	16%
101	CCCCCn1nc(C(=O)Nc2nc3ccc(OCC)cc3s2)c2ccccc2c1=O	11%
102	O=C(c1cccs1)N1CCCC(n2cc(-c3nc(-c4ccccc4)no3)nn2)C1 (stereo unspecified)	7%
103	CCN1CCc2nc3sc(C(=O)c4ccccc4)c(N)c3cc2C1	?
104	O=C(Cn1cccc1-c1nc(-c2ccc3c(c2)OCO3)no1)NCc1ccc(Cl)cc1	10%
105	COc1cc2c(cc1OC)CN(Cc1cc(=O)c(OCc3c(F)cccc3Cl)co1)CC2	-25%
106	O=C(O)c1ccc2c(=O)n3c(nc2c1)/C(=C/c1ccc(Cl)c(Cl)c1)CC3	?
107	COc1cc(OC)c2c(C)c(CC(=O)N3CCCC3)c(=O)oc2c1	?
108	CN(C)c1ccc(C(=O)Nc2sc(Nc3ccccc3)nc2C(N)=O)cc1	?
109	C=CCN1C(=O)c2ccc(C(=O)OCC(=O)Nc3ccccc3OC)cc2C1=O	?
110	O=C(C1CC1)N1CC(F)(F)C[C@H]1c1nc(-c2ncccn2)no1	18%
111	CC[C@H]1CN(C(=O)Nc2cccc(C(F)(F)F)c2)CC[C@H]1CC(=O)N(CC)C(=O)NCCCN(C)C	?
112	COc1cncc(-c2cccc(COc3ccc4c(cnn4CC[S+](C)(=O)[O-])c3)c2)c1	-72%[86.2 µM]
113	CCCN1C(CC(C)C)=NS(=O)(=O)c2cc(NC(=O)c3cccs3)ccc21	-12%

A second format for some results above.
#104 O=C(Cn1cccc1-c1nc(-c2ccc3c(c2)OCO3)no1)NCc1ccc(Cl)cc1
  KDM5B inh = 10%

#105 COc1cc2c(cc1OC)CN(Cc1cc(=O)c(OCc3c(F)cccc3Cl)co1)CC2
  KDM5B inh = -25%

#106 O=C(O)c1ccc2c(=O)n3c(nc2c1)/C(=C/c1ccc(Cl)c(Cl)c1)CC3
  KDM5B inh = ?

#107 COc1cc(OC)c2c(C)c(CC(=O)N3CCCC3)c(=O)oc2c1
  KDM5B inh = ?

Screening data as filed in PubChem.
